# Compound activity from PubChem BioAssay.
# mcGAS lum: mouse cGAS inhibition by luminescence; inhibition, % at 12.5 µM; actives 0.15% (n = 160,000); AID 1259399; recombinant cGAS, Kinase-Glo ATP depletion luminescence; Q8C6L5;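 note: 0% = negative control wells and 100% = reference inhibitor with no enzyme activity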
# hcGAS inh: human cGAS inhibition. AID 1259398. Q8N884. recombinant h-cGAS, ATP depletion, Kinase-Glo luminescence. actives 0.081% (n = 290,000). inhibition, % at 12.5 µM;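 note: 0% = vehicle reaction and 100% = reaction without DNA for no activity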
# Target sequence (Q8N884 whole entry, looked up): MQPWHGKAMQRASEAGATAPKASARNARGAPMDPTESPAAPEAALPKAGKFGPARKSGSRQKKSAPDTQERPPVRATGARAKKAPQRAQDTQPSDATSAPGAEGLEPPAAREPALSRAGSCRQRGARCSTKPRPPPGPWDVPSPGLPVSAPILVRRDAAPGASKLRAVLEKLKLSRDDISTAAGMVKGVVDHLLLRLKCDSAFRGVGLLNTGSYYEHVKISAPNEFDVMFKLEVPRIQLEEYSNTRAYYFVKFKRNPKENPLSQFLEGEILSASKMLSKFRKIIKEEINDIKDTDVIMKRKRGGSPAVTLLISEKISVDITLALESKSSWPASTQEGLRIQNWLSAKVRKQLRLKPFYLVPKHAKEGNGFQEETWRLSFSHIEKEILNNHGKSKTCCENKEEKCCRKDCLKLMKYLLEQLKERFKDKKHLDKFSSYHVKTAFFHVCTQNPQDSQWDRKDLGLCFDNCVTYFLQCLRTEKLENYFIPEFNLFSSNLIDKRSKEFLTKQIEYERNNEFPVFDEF
# NPYLR7 agonist: activates Aedes aegypti NPYLR7 receptor; activation, % at 10 µM; HEK293T NPYLR7/Galpha15, GCaMP6s calcium fluorescence; actives 0.15% (n = 270,000); in the data active = activation above about 40%;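 note: 0% = vehicle and 100% = reference agonist at the receptor; some compounds past the cut are filed as inactive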
# * = called active by the depositor; . = no result given; & = joins results of further samples. Cut-off read from the data, not from the text of the source, unless noted: active = inhibition above about 40%; inactive = the rest. Not a hit list, and some 0.29% of all compounds hit somewhere here.
SMILES,mcGAS lum,hcGAS inh,NPYLR7 agonist
CCC(C(=O)O)N1C(=O)NC2C1N(C)C(=O)N2C (stereo not given),-3,-3,.
O=c1c2nnn(Cc3ccc(Cl)cc3)c2ncn1Cc1ccc(F)cc1,.,-6,9
NS(=O)(=O)c1ccc(Sc2ccc3c(c2)OCCO3)nc1,.,4,-3
COc1cc(NC2CCCN(C(=O)c3ccco3)C2)ncn1 (stereo not given),.,1,0
COc1cc(N2CCCC(Cn3ccnc3)C2)ncn1 (stereo not given),-17,-6,5
CCn1c(CC2CCN(Cc3cccnc3OC)CC2)n[nH]c1=O,.,-5,7
O=C(c1cc2n(n1)C(C(F)(F)F)CC(c1ccco1)N2)N1CCSCC1 (stereo not given),.,-6,0
CC(C)c1nc(SCc2cc(-c3ccco3)on2)n[nH]1,.,-5,17
COc1ccc(N2C(=O)/C(=C\c3ccco3)N(C)C2=S)c([N+](=O)[O-])c1,-6,-5,24
O=C(Nc1ccncc1)C1CC2CCC(C1)C21SCCS1 (stereo not given),.,-2,-1
C=CCN1C(=O)NC(c2ccccc2)C2=C1CN(Cc1ccc3c(c1)OCO3)C2=O (stereo not given),-5,-8,-3
Cc1cc(C)cc(Cn2c(C)c(C(=O)NCc3ccc4c(c3)OCCO4)sc2=O)c1,.,-3,13
COc1ccc(-c2ccc(NC(C)=O)nc2)cc1Cl,-11,-5,10
c1nc2c([nH]1)CCNC21CCCCC1,-6,-7,-2
Cc1ccc(-c2cc(C(=O)O)no2)cc1,-6,-1,8
Cn1c(NCc2nccc3ccccc23)c(C#N)c(=O)n(C)c1=O,.,-14,2
Cc1ccc(CN2CCN(c3nc4c(c(=O)[nH]c(=O)n4C)n3Cc3cccc4ccccc34)CC2)cc1,.,-4,-1
CCOc1ccccc1OCCOc1ccc(CC)cc1,.,-3,44
CC(C)CNc1ccc2c(n1)C(=O)N([C@H](C)C(=O)NC1CC1)C2,.,-15,5
CCOC(=O)CN1C(=O)CN(C(=O)C(CC)CC)CCC(OC)c2ccccc21 (stereo not given),-5,-4,0
COC(=O)c1cc2ccccc2cc1NC(=O)c1ccnc(N(C)C)c1,.,-7,8
CN1CC=C2C(C#N)C(=N)C(C#N)(C#N)C(c3ccc(Cl)cc3)C2C1 (stereo not given),-1,-2,13
CC(C)C(=O)N(Cc1ccccc1Cl)CC1CC(c2cccnc2)=NO1 (stereo not given),-2,-3,1
COc1ccc(-c2cc3nc(NCC4CCCCC4)n(C)c(=O)c3s2)cc1OC,.,0,-1
COCC(=O)Nc1ccc(-n2nc(OCc3ccc(F)cc3)nc2-c2ccccc2F)cc1,-8,-1,26
CC(C)C(=O)N1CCC2(CC1)SCC(=O)N2Cc1ccco1,.,-1,3
CCOC(=O)Oc1cc2oc(=O)sc2cc1Cl,-1,-5,-3
CN(C)CCN(Cc1cccc(O)c1)S(=O)(=O)Cc1ccccc1,-8,-3,2
Cc1cc(C)c2[nH]c(C)c(CC(=O)N3CCOC(C(F)(F)F)C3)c2c1 (stereo not given),-3,-2,6
O=c1oc2ccccc2c(O)c1-c1c[nH]c2ccccc12,.,-11,1
O=C(c1ccco1)N1CCC(n2c(=O)oc3ccc(F)cc32)CC1,-4,-3,16
Cc1ccccc1C(OCCN(C)C)c1ccccc1 (stereo not given),-4&-2,-2&-5&-3&-1&-6&2,1&15&9&-10&0&-2
Cc1nnnn1C(=Cc1ccccc1)C(=O)N1CCc2ccccc2C1,.,-6,5
CC(C)=CC(=O)NCCC1CN(Cc2ccccc2F)CCO1 (stereo not given),.,-4,21
COc1ccc(C2SCC(=O)N2C(CC(C)C)C(=O)NCCN(C)C)cc1 (stereo not given),-6,-8,18
O=C(CN1CCN(c2cc(-c3cccc4oc5ccccc5c34)ncn2)CC1)N1CCCC1,.,-5,10
COc1cc(Cn2c(=O)c3c(OC)c(C)cnc3n(C)c2=O)cc(OC)c1,-8,-5,0
CN=C1SC(=Cc2ccc(SC)cc2)C(=O)N1C,.,-3,-2
Cc1cc(O)c(C(c2ccccc2)N2CCN(c3ccccn3)CC2)c(=O)n1Cc1cccnc1 (stereo not given),.,7,6
O=C(CC1CCN(C(=O)C2CCCCC2)CC1)NCCC1=CCCCC1,-7,-15,.
CCc1ccccc1C(=O)NCC1CCCN(Cc2ccncc2)C1 (stereo not given),-12,-6,8
Cc1ccc(S(=O)(=O)N(Cc2ccncc2)C2CC2)c(Br)c1,.,-10,9
Cc1cccc(Nc2ccccc2C(=O)NCC2COCCO2)c1C (stereo not given),.,0,12
CN1CCN(Cc2ccc(-c3ccco3)cc2)CC1CCO (stereo not given),.,-11,1
O=[N+]([O-])c1cnc(Nc2ccccc2O)c([N+](=O)[O-])c1,-6,-1,2
CCNC(=O)[C@@H]1C[C@@H](N)CN1C(=O)c1sc(OC)nc1C,.,-8,10
C=CCn1c(Cn2nnc3ccccc32)nnc1SCC(=O)Nc1ccc(OCC)cc1,.,-1,-2
CC(=O)c1cccc(-c2ccnc3c2CC(C(=O)NC(C)C)O3)c1 (stereo not given),-7,-7,19
COc1ccc(/C=C2\C=C(c3ccccc3)N(c3ccc(C(=O)O)cc3)C2=O)cc1Br,1,3,-1
CCN1CCN(Cc2c(O)ccc3c2O/C(=C\c2cc4cc(Br)ccc4o2)C3=O)CC1,-3,-7,79*
# (list continues)
SMILES,mcGAS lum,hcGAS inh,NPYLR7 agonist
Cc1ccccc1N1CCN(c2cc(Cl)nc(SCC(=O)N3CCC4(CC3)OCCO4)n2)CC1,-6,-7,-3
O=C1OC(c2ccccc2Br)=N/C1=C\N1CCC(C(=O)O)CC1,-4,-7,0
Cc1noc(C2CCCN(C(=O)NCc3ccc(C(F)(F)F)cc3)C2)n1 (stereo not given),.,-4,2
CNCc1cc(-c2ccc3c(c2)OCO3)ccc1OC,.,-6,8
CCCc1ncc(C(O)c2cccc3ccccc23)n1C (stereo not given),.,-7,22
CCC1CCCCN1Cc1nc2c(c(=O)n(C)c(=O)n2C)n1Cc1ccccc1F (stereo not given),-7,-3,7
O=C(C1=C(O)C(=O)N(CCN2CCOCC2)C1c1ccc([N+](=O)[O-])cc1)c1ccco1 (stereo not given),-8,-6,7
COC(=O)CC1CCCN(C(=O)c2ccccc2OCc2cccnc2)C1 (stereo not given),.,3,-7
O=C(O)CN1C(=O)/C(=C2\SC(=S)NC2=O)c2ccccc21,103*,24,0
COc1ccc(N2C(=O)c3ccccc3NC2c2ccc(OC)c(CN3CCOCC3)c2)cc1 (stereo not given),-4,-4,-6
O=C(C1CC12c1ccccc1-c1ccccc12)N1CCN(c2ccccc2Cl)CC1 (stereo not given),.,-9,-8
O=C(O)CC1(Cc2nc(-c3cccs3)no2)CCCC1,1,3,-6
CC1CC(C)CN(S(=O)(=O)c2ccc(F)c(F)c2)C1 (stereo not given),.,-10,1
CCCNc1nnc(S(=O)(=O)C(C)C(=O)NC2CCCCCC2)s1 (stereo not given),.,-11,9
CCSc1nc(-c2ccc(OC)cc2)cc(-c2ccc(OC)cc2)c1C#N,.,-2,-3
C=CCN1CC(C(=O)N2CCn3nc(C#N)cc3C2)CC1=O (stereo not given),.,-4,8
CC(C)Nc1ccc(C(=O)NCCOc2ccccc2)cn1,-2,-4,1
C=CCN(Cc1csc(COc2cccc(Cl)c2)n1)C(=O)c1ccco1,-5,-5,37
CCOC(=O)N1CCN(C(=O)CCN(CCOC)c2nc(Cc3cccc(OC)c3)ns2)CC1,-6,-4,17
CC(=O)c1ccc(C(=O)N(CCCN2CCOCC2)c2nc3c(C)c(C)ccc3s2)cc1,-10,-7,0

# Quoted from the results shown for reference:
SMILES,mcGAS lum,hcGAS inh,NPYLR7 agonist
CCSc1nc(-c2ccc(OC)cc2)cc(-c2ccc(OC)cc2)c1C#N,.,-2,-3
C=CCN1CC(C(=O)N2CCn3nc(C#N)cc3C2)CC1=O (stereo not given),.,-4,8

# New compounds follow
SMILES,mcGAS lum,hcGAS inh,NPYLR7 agonist
O=C(Cn1cnc2c(nnn2Cc2ccccc2)c1=O)c1ccc(Cl)cc1,.,-5,8
O=C(NCCc1cccnc1)c1ccc(-c2cc(-c3ccc(N4CCCCC4)cc3)n[nH]2)cc1,-1,0,-4
O=C(Cc1ccc2c(c1)OCCO2)NNC(=O)c1ccc(Br)s1,.,-5,5
Cc1ccccc1S(=O)(=O)NC(=O)C1(C)CCN1C(=O)C1(c2ccccc2)CCCC1 (stereo not given),.,-8,3
C=C(C)Cn1c(=O)c2c(nc3n(-c4ccc(OC)cc4OC)c(C)cn23)n(C)c1=O,.,-2,9
COc1ccc(C(=O)NCc2cc(F)cc3c(C)c(C)[nH]c23)o1,.,-9,8
COCC(C)N=C1NN=C(c2ccc(S(=O)(=O)N3CCCCC3)cc2)CS1 (stereo not given),.,3,-3
Cc1ccc2sc(-c3ccc(N4C(=O)C5CC=CC(C)C5C4=O)cc3)nc2c1 (stereo not given),-5,-1,14
O=C(c1cccc([N+](=O)[O-])c1)N1CCCN(c2nc(Cc3ccccc3)nc3onc(-c4ccccc4)c23)CC1,1,-1,-4
CCOC(=O)c1c2c(n3ccc(C)cc13)C(=O)c1ccccc1C2=O,-6,-4,-11
Cc1ccc(C)c(CSc2ncc(CO)n2CC(=O)NCc2ccc(Cl)cc2)c1,.,1,3
CC(=O)N(C)c1cccc(CNC(=O)CSCc2ccccc2Cl)c1,.,-5,0
COCc1ccc(CN2CCCC(C(=O)c3ccc4c5c(cccc35)CC4)C2)o1 (stereo not given),1,5,6
COc1ccc(-c2cc(-c3c(O)c(OC)c4occc4c3OC)[nH]n2)cc1OC,.,-12,-3
CCC(C)N(Cc1cccnc1)C(=O)c1cc(C)nn1CC (stereo not given),-16,-4,-4
CCc1c(C(=O)N2C[C@@H](C(=O)O)C[C@@H](C(=O)N3CCCC3)C2)csc1C,-16,-5,0
O=C(NCC1Cc2cc(F)cc(F)c2O1)c1c(F)c(F)c(F)c(F)c1F (stereo not given),-6,-4,2
CCn1cc(CN2CCC(C(=O)Nc3ccccc3-c3cccc(OC)c3)CC2)c(C)n1,.,0,3
CCOC(=O)c1nc2ccccc2nc1N1CCCN(S(=O)(=O)c2ccc(NC(C)=O)cc2)CC1,2,0,6
O=C(NC1CCCCC1)C1CN(C(=O)c2ccc(Br)o2)CC12CCOCC2 (stereo not given),-6,-11,.
COCCCNc1oc(-c2ccc(COc3ccc(Cl)cc3)o2)nc1C#N,-10,-6,0
CCC(=O)c1ccc(O)cc1,.,-3,0
CN(C)S(=O)(=O)c1ccc(O)c(NS(=O)(=O)c2cccc(Cl)c2)c1,.,-4,0
Cc1c(C(=O)N(C)CCC#N)c(C(F)(F)F)nn1C1CCCN(C)C1 (stereo not given),.,-8,11
O=C(Cn1c2ccccc2c2ncn(Cc3ccccc3)c(=O)c21)Nc1cccc(F)c1,-7,-5,2
Cc1cccc(Nc2cc3c(cn2)cc(-c2cccnc2)n3C)c1,-4,1,-1
COc1cccc(/C=C2/NC(=S)NC2=O)c1OC,4,1,2
CCc1ccc(-c2ccc(NCc3ccccc3Cl)nn2)cc1S(N)(=O)=O,.,-1,-12
CCSCCNC(=S)NC(=O)c1cncc(Br)c1,.,-2,-16
CCCn1c(C2CCCCC2)nc2c(c(=O)c3ccccc3n2C)c1=O,.,0,6
Cc1cc(N2CCOCC2)ccc1NC(C)c1nc(C(C)C)no1 (stereo not given),.,-10&-10,7&3
Cc1cc(Nc2ccc3c(c2)OCO3)nc(-n2nc(C)cc2C)n1,-9,-10,5

# In the list so far, 19 contain an aryl methoxy group:
SMILES,mcGAS lum,hcGAS inh,NPYLR7 agonist
COc1cc(NC2CCCN(C(=O)c3ccco3)C2)ncn1 (stereo not given),.,1,0
COc1cc(N2CCCC(Cn3ccnc3)C2)ncn1 (stereo not given),-17,-6,5
CCn1c(CC2CCN(Cc3cccnc3OC)CC2)n[nH]c1=O,.,-5,7
COc1ccc(N2C(=O)/C(=C\c3ccco3)N(C)C2=S)c([N+](=O)[O-])c1,-6,-5,24
COc1ccc(-c2ccc(NC(C)=O)nc2)cc1Cl,-11,-5,10
COc1ccc(-c2cc3nc(NCC4CCCCC4)n(C)c(=O)c3s2)cc1OC,.,0,-1
COc1ccc(C2SCC(=O)N2C(CC(C)C)C(=O)NCCN(C)C)cc1 (stereo not given),-6,-8,18
COc1cc(Cn2c(=O)c3c(OC)c(C)cnc3n(C)c2=O)cc(OC)c1,-8,-5,0
CCNC(=O)[C@@H]1C[C@@H](N)CN1C(=O)c1sc(OC)nc1C,.,-8,10
COc1ccc(/C=C2\C=C(c3ccccc3)N(c3ccc(C(=O)O)cc3)C2=O)cc1Br,1,3,-1
CNCc1cc(-c2ccc3c(c2)OCO3)ccc1OC,.,-6,8
COc1ccc(N2C(=O)c3ccccc3NC2c2ccc(OC)c(CN3CCOCC3)c2)cc1 (stereo not given),-4,-4,-6
CCSc1nc(-c2ccc(OC)cc2)cc(-c2ccc(OC)cc2)c1C#N,.,-2,-3
CCOC(=O)N1CCN(C(=O)CCN(CCOC)c2nc(Cc3cccc(OC)c3)ns2)CC1,-6,-4,17
C=C(C)Cn1c(=O)c2c(nc3n(-c4ccc(OC)cc4OC)c(C)cn23)n(C)c1=O,.,-2,9
COc1ccc(C(=O)NCc2cc(F)cc3c(C)c(C)[nH]c23)o1,.,-9,8
COc1ccc(-c2cc(-c3c(O)c(OC)c4occc4c3OC)[nH]n2)cc1OC,.,-12,-3
CCn1cc(CN2CCC(C(=O)Nc3ccccc3-c3cccc(OC)c3)CC2)c(C)n1,.,0,3
COc1cccc(/C=C2/NC(=S)NC2=O)c1OC,4,1,2
